LMNA splice mod – changes lamin A minigene splicing in HeLa cells | HeLa LMNA splicing GFP/RFP minigene ratio, 48 h | Potency, µM (top dose mostly 46.1 µM), without a hit: top-dose ratio change, negative = inhibition, hits mostly inhibitors | 200,000 tested, 0.01% active; active = well fitted inhibition curve with a large enough effect in the signal ratio, with a control signal flat, not every such curve was filed as active; inconclusive = small, poorly fitted or top-dose-only effect, or effect the other way, or a change in a side signal; the % refers to the signal ratio; also: % is scaled to controls: 0 for no effect and ±100 for the full control effect
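S3 HeLa stable clones carrying a lamin A-EGFP splicing minigene plus DsRed2 were seeded at 600 cells/well in Opti-MEM with 2% FBS, pin-dosed and incubated 48 h at 37°C. Acumen cytometry (488 nm) gave the GFP/RFP total-intensity ratio.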
SMN2 splice enh – enhancers of SMN2 splice variant expression. HEK293 SMN2-luciferase splicing reporter, luminescence, 30-36 h. Potency, µM (highest dose often 46.1 µM), for inactives: at the highest dose activity change, positive = activation, actives largely listed as activators. 210,000 tested, 2.8% active. AID 1458; also: % of control where 0% means no effect; nearly all actives have a fitted effect of over 55% in size
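qHTS luciferase splicing reporter: luminescence rises when SMN2 exon 7 is included in transfected HEK293 cells. Compound exposure lasted 30-36 h at 37C, with 4.5 mM final sodium butyrate as control, followed by a ONE-Glo read.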
ALDH1A1 inh – ALDH1A1 (human) enzyme inhibition. P00352. Purified ALDH1A1, NADH fluorescence, propionaldehyde substrate. Potency, µM (series often up to 75.3 µM), without a hit: at the highest dose activity, negative = inhibition, usual class: inhibitors. 220,000 tested, 7.3% active. AID 1030; active = well fitted inhibition curve with a large enough effect, not every such curve was filed as active; inconclusive = small, poorly fitted or top-dose-only effect, or another doubt; inactive = no such curve, though single readings can be large or run the other way;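 also: plate controls were no enzyme wells and a reference inhibitor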
Target sequence (P00352 whole entry, looked up): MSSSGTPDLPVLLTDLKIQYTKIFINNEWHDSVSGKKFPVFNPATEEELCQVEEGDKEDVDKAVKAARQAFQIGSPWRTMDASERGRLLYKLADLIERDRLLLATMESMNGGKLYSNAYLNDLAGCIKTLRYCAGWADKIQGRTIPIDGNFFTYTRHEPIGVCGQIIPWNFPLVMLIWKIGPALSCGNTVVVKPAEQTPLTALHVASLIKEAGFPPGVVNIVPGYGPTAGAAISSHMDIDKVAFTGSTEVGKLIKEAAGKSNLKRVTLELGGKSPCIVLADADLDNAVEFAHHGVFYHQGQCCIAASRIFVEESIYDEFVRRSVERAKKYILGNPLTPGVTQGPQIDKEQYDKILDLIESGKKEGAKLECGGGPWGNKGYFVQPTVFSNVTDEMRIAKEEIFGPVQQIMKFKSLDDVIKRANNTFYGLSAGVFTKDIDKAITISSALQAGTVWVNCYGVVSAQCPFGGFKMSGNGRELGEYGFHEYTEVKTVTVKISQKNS
TR SRC2 fluor cs – alters Texas Red total fluorescence, flagging assay interference. 280,000 tested, 0.29% active. TRb/SRC2 Texas Red total fluorescence interference. Potency, µM (series often up to 106 µM), for inactives: top-dose fluorescence change, negative = quenching; active = well fitted curve in either direction with a large enough effect; inconclusive = small, poorly fitted or top-dose-only effect; also: % is scaled to controls: 0 for no effect and ±100 for the full control effect
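Human TRβ ligand-binding domain (0.6 uM) and Texas Red SRC2 peptide (20 nM) in Tris buffer with 1 uM T3 and 5% DMSO were incubated with pinned compound for 5 hr at ambient temperature. Total fluorescence was computed as S + 2P (555/632 nm).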
TRb-SRC2 inh – disrupts binding of human TR beta to SRC2; TRbeta-SRC2 peptide binding, fluorescence polarization; receptor liganded with 1 µM T3; 280,000 tested, 0.065% active; Potency, µM (titrated, usually from 106 µM), without a hit: at the highest dose activity change, negative = inhibition, most hits filed as inhibitors; P10828;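 also: plate controls were bound peptide for no effect and peptide without receptor for full effect; nearly all actives have a fitted effect of over 50% in size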
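Fluorescence polarization of 20 nM Texas Red SRC2 peptide (20-aa NR interaction domain) bound to 0.6 uM human TRb ligand-binding domain, with 1 uM T3, after 5 hr at ambient temperature; inhibition seen as decreased polarization.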
RECQ1 helicase – blocks DNA unwinding by human RECQ1 | 240,000 tested, 0.54% active | Potency, µM (doses to about 57.3 µM), without a hit: top-dose activity, negative = inhibition, actives largely listed as inhibitors | AID 2549 | RECQ1 DNA unwinding, red fluorescence kinetic read | P46063;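 also: plate controls were vehicle for no effect and no enzyme for full effect; nearly all actives have a fitted effect of over 30% in size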
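RECQ1T1 50 nM; forked duplex (20 bp + 30-nt ss tails) 200 nM, ATP 2 mM final; pH 8.0, 2 mM MgCl2, 2.5 ug/ml poly(dI-dC); 15 min compound preincubation; discontinuous kinetic read over 2 h at RT.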
KDM4E inh – blocks human JMJD2E demethylase activity. 230,000 tested, 1.6% active. AID 2147. JMJD2E catalytic domain, FDH-coupled NADH fluorescence (FDH is formaldehyde dehydrogenase). Potency, µM (highest dose often 57.1 µM), without a hit: at the highest dose activity change, negative = inhibition, actives largely listed as inhibitors; active = well fitted inhibition curve with a large enough effect, not every such curve was filed as active; inconclusive = small, poorly fitted or top-dose-only effect, or another doubt; inactive = no such curve, though single readings can be large or run the other way;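 also: 0% = wells with enzyme and -100% = buffer wells without enzyme; nearly all actives have a fitted effect of over 50% in size; many of its hits are not listed in these tables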
GoLoco inh red – blocks human Gai1 binding to RGS12 GoLoco peptide, red readout. P63096. Gai1:RGS12 GoLoco peptide FP, rhodamine, 10 min. Potency, µM (top dose mostly 61.6 µM), without a hit: at the highest dose activity, negative = inhibition, actives largely listed as inhibitors. 230,000 tested, 0.44% active; active = well fitted inhibition curve with a large enough effect, not every such curve was filed as active; inactive = no such curve, though single readings can be large or run the other way; also: % is scaled to controls: 0 for no effect and ±100 for the full control effect; nearly all actives have a fitted effect of over 30% in size; many of its hits are not listed in these tables
Target sequence (P63096 whole entry, looked up): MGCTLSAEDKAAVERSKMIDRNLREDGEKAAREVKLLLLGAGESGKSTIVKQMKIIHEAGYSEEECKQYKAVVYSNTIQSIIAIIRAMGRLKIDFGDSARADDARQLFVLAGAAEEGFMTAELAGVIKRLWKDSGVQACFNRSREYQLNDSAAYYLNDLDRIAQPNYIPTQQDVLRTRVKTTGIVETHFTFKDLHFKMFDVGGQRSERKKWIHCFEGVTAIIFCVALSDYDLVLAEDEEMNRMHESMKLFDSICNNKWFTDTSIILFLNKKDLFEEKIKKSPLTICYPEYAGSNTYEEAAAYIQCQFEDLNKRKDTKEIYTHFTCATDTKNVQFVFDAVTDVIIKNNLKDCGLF
An asterisk follows results filed as active; i = inactive; ? = inconclusive; / = not tested or not shown; [ ] = dose if it differs, or a comment. Unless noted, calls follow the shape of the dose curve; as a rule, active = well fitted curve in the direction sought with a large enough effect; inconclusive = small, poorly fitted or top-dose-only effect, or another doubt; inactive = no such curve, though single readings can be large; an effect the other way counts as inactive or inconclusive. Potency is read from the fitted curve at half-maximal effect. Some of the compounds tested; the hit share may differ from the screen's.

SMILES	KDM4E inh	ALDH1A1 inh	TRb-SRC2 inh	GoLoco inh red	TR SRC2 fluor cs	RECQ1 helicase	SMN2 splice enh	LMNA splice mod
CCOC(=O)C1(Cc2ccc(Cl)cc2)CCN(C(=O)C2CCCO2)CC1 (stereo not drawn)	6%	3%	-5%	-16%	5%	i	/	/
CC(C)c1onc(C(=O)Nc2cccnc2Cl)c1[N+](=O)[O-]	5%	?	0%	2%	0%	-2%	-10%	?
O=C(c1ccccc1)N1CCN(C2c3cccc4cccc(c34)C2NS(=O)(=O)c2ccccc2)CC1 (stereo not drawn)	-18%	11µM*	2%	7%	-4%	5%	-21%	-19%
O=C(Nc1ccn(Cc2ccc(F)cc2)n1)c1ccncc1	-8%	6%	-1%	0%	-1%	-1%	-63%[inhibitor]	?
COc1cccc(Nc2c(F)c(F)c(F)c(F)c2C(=O)O)c1	0%	-3%	13%	-11%	3%	4%	9%	2%
CCn1nc(C)c(NS(=O)(=O)c2ccc(C)cc2)c1C	4%	-1%	-4%	2%	-3%	-1%	-115%[inhibitor]	?
COc1ccccc1NC(=O)c1coc(=O)c(Br)c1	?	/	-1%	5%	-3%	22%	/	/
CCOC(=O)c1cnc(SC)nc1Sc1cc(Cl)ccc1Cl	2%	?	8%	0%	-4%	1%	-25%	5%
O=S(=O)(/N=C(\Sc1ccc(Cl)cc1)c1ccccc1)c1ccccc1	?	-19%	-13%	5%	-1%	-5%	-9%	16%
Cn1c(=O)n(C)c2cc([N+](=O)[O-])c(N3CCN(C(=O)c4cccc(Cl)c4)CC3)cc21	7%	?	6%	14%	0%	-13%	-27%	-20%
CCC(Sc1nc2cc3c(cc2c(=O)n1Cc1ccco1)OCO3)C(=O)Nc1cccc(OC)c1 (stereo not drawn)	-3%	?	-5%	8%	2%	-14%	-6%	?
Cc1ccc(N2C(=O)C(O)(C(F)(F)F)C3=C2CC(C)(C)CC3=O)cc1 (stereo not drawn)	-8%	4%	-3%	7%	-1%	0%	1%	-21%
CC1CCc2ccccc2N1C(=O)c1cccs1 (stereo not drawn)	13%	2%	-5%	-2%	0%	-10%	16%	13%
CSc1ccccc1C(=O)NCC1CCCO1 (stereo not drawn)	1%	7%	-6%	1%	-2%	-2%	/	8%
COC(=O)c1cc(OC)c(OC)cc1NC(=O)c1cccnc1	?	4%	-20%	0%	1%	-3%	-1%	-7%
CCN(CC)c1ccc(/C=N/NC(=O)c2cnccn2)cc1	-7%	22µM*	-12%	-13%	-6%	-8%	20µM*	/
O=C(NC1CCCCC1)C(c1ccc2ncccc2c1)N(Cc1ccc2c(c1)OCO2)C(=O)c1ccc2c(c1)OCCO2 (stereo not drawn)	-7%	28µM*	-1%	3%	-6%	-5%	1%	?
C=CCOc1ccccc1CNc1cccc(F)c1	6%	-4%	-5%	9%	-1%	-9%	-6%	-3%
Cc1cc(/C=C2\NC(=O)NC2=O)c(C)n1-c1cccnc1	?	/	8%	-6%	-4%	-4%	/	/
Cc1ccc(S(=O)(=O)N(C)/N=C/c2ccc(C(=O)O)cc2)cc1	-6%	-14%	-3%	3%	6%	-4%	/	/
Cc1cc[n+](CC(=O)c2ccccc2)c2ccccc12	-26%	-6%	7%	29%	2%	?	-24%	-10%[46 µM]
CCn1c(=N)n(CC(=O)c2ccc(Br)s2)c2ccccc21	-3%	/	1%	-3%	-7%	i	/	/
COc1cc(/C=N/O)cc(Br)c1OC	3%	5%	4%	-3%	-3%	0%	-4%	6%
O=C(Cc1ccc(Cl)cc1)N/N=C/c1ccncc1	-4%	5%	5%	44%[activator]	0%	i	-15%	-20%[46 µM]
O=C(/C=C/c1ccc([N+](=O)[O-])cc1)NC1CC2CCC1C2 (stereo not drawn)	-1%	?	-6%	11%	-1%	0%	15%	15%[46 µM]
CSc1oc(-c2ccccc2)nc1S(=O)(=O)c1ccc(C)cc1	?	?	-7%	6%	-1%	-8%	-1%	10%
Cn1c(SCc2ccccc2)nnc1C1CCCNC1 (stereo not drawn)	3%	5%	-11%	0%	-5%	7%	26%	0%
COc1ccc(C2SCC(=O)N2c2nnc(C34CC5CC(CC(C5)C3)C4)s2)cc1 (stereo not drawn)	1%	-5%	-5%	7%	0%	1%	23%	-14%
O=c1sc(N2CCN(c3ccccc3F)CC2)nc2ccsc12	-9%	?	-10%	-8%	-2%	-3%	13µM*	-11%
Cc1ccc(S(=O)(=O)N2CCOCC2)cc1C(=O)NCCCn1ccnc1	1%	5%	-6%	-5%	1%	8%	13%	1%
CCOC(=O)N1CCC(NC(=O)Cn2nc(Cc3ccncc3)c3ccccc3c2=O)CC1	7%	2%	-1%	5%	0%	-2%	-10%	4%
Fc1ccc(NC(=S)Nc2cccnc2)cc1Cl	?	28µM*	2%	11%	-2%	-6%	-7%	?
COc1ccc(/C=C2\SC(=S)N(CCCC(=O)Nc3ccc(O)cc3)C2=O)cc1	-5%	/	1%	3%	-5%	-13%	/	/
O=C(Nc1c(S(=O)(=O)c2ccc(Cl)cc2)csc1Br)c1ccccc1Cl	-29%	-6%	-11%	18%	-6%	-9%	/	?
COc1ccc(-c2ccnc3nc(N4CCOCC4)nn23)cc1	?	?	/	-18%	/	-5%	13%	-5%
CCc1nnc(NC(=O)c2cccc(S(=O)(=O)N3CCc4ccccc43)c2)s1	9%	7%	6%	2%	1%	i	-13%	?
Cc1nn(-c2ccccc2)c(C)c1C(=O)OCC(=O)NCc1ccco1	?	22µM*	8%	1%	-5%	i	-11%	7%
Cc1cc(C)c2c(=O)[nH]n(C3CCOC(C)(C)C3)c2n1 (stereo not drawn)	-8%	11%	4%	3%	1%	-6%	-13%	6%
COc1ccc(/C=N/n2c(C)cc(C)cc2=O)cc1	-5%	4%	-3%	22%	-2%	14%	28%	/
COc1cc2c(cc1OC)C(c1ccccc1)CN(C)CC2 (stereo not drawn)	2%	-7%	-5%	8%	-1%	-15%	2%	-7%
C/C=C(\C)C(=O)Nc1cccc(C2=NOC3(C2)C[C@H](C(N)=O)N(C(=O)CC#N)C3)c1 (stereo partly drawn)	4%	/	3%	8%	0%	-1%	/	/
CCOC(=O)c1c(C)c(C(=O)N2CCCCCC2)c(C)n1C	2%	0%	-15%	4%	-2%	-1%	-2%	-4%
O=C(CSCc1ccccc1)NNC(=S)Nc1cccc(Cl)c1Cl	8%	3.5µM*	-4%	7%	-1%	4%	8%	-10%
CCOC(=O)c1n[nH]c2ccccc12	?	2%	-8%	1%	-1%	-2%	-5%	-3%
COc1ccccc1-c1oc2ccccc2c(=O)c1O	?	?	-5%	-3%	0%	i	/	/
CCOc1c2ccc(C(=O)NCc3ccco3)cc2nn1CC	?	?	-16%	15%	-2%	6%	-2%	-6%
CC(C)n1cc(/C=C2\NC(=O)N(c3cccc(Cl)c3)C2=O)c2ccccc21	-3%	?	1%	-12%	-1%	-17%	-1%	-27%
CCc1c(C)sc(NC(=O)c2cc(C3CC3)on2)c1C#N	6%	?	0%	6%	-6%	-6%	0%	-6%
CN(C(=O)Nc1ccc(C(C)(C)C)cc1)C1CCCCC1	-9%	/	7%	-1%	1%	0%	/	/
O=C(Nc1cc(C(=O)N2CCOCC2)ccc1N1CCCC1)c1cccs1	0%	-4%	4%	3%	1%	0%	21%	6%

The list goes on.
SMILES	KDM4E inh	ALDH1A1 inh	TRb-SRC2 inh	GoLoco inh red	TR SRC2 fluor cs	RECQ1 helicase	SMN2 splice enh	LMNA splice mod
Cc1ccc(N(C(=O)c2ccccn2)C2(C(=O)NC3CCCC3)CCCCC2)cc1	15%	11%	6%	0%	0%	-9%	-22%	-6%
COc1cc2c(cc1OC)CN(Cc1cc(=O)n3cc(C)ccc3n1)CC2	?	?	3%	9%	-1%	15%	8%	11%
CN(CCCNC(=O)C1CCC(=O)N1Cc1ccc(F)cc1)c1ccccc1 (stereo not drawn)	-7%	-3%	-3%	-3%	1%	-3%	-13%	0%
CC(C)C(NC(=O)OC(C)(C)C)C(=O)N1CCCC1C(=O)NC(Cc1ccccc1)C(N)=O (stereo not drawn)	0%	12%	3%	3%	1%	-4%	-6%	?
CN(C)C=Nc1nc2ccccc2nc1N1CCCC1	?	?	-3%	1%	-1%	-13%	-2%	5%[46 µM]
Cc1cc(N2CCCCC2)n2ncc(-c3ccc(Cl)cc3)c2n1	?	?	-15%	-4%	0%	-13%	-15%	5%
O=C(NCCN1CCOCC1)C1CCC(=O)N1Cc1ccc(F)cc1 (stereo not drawn)	9%	12%	4%	5%	0%	-16%	5%	9%
Cc1noc(C)c1-c1nccc(NCc2ccccc2)n1	/	34%[activator]	/	7.1µM*	/	-9%	/	?
O=C(CNC(=O)c1cccc(F)c1)OCC(=O)N1CCCCC1	1%	?	5%	-17%	0%	-9%	4%	-11%
COC(=O)c1cccc(Cn2nc(C)c([N+](=O)[O-])c2C)c1	2%	-1%	5%	-3%	-1%	-10%	-24%	/
C[C@@H](CN(C)C[C@H]1C(=O)O[C@@H]2C[C@@]3(C)CCC[C@]4(CO4)C3CC21)[C@H](O)c1ccccc1 (stereo partly drawn)	-11%	-8%	-6%	0%	0%	-1%	0%	/
COC(=O)c1sc(NC(=O)c2ccc([N+](=O)[O-])o2)c(C#N)c1C	?	/	0%	0%	-4%	-4%	/	/
CCOc1cccc(NC(=O)c2cccc(F)c2)c1	7%	1%	-5%	10%	3%	i	4%	20%[46 µM]

One compound at a time, from the list above. Order of screens: KDM4E inh | ALDH1A1 inh | TRb-SRC2 inh | GoLoco inh red | TR SRC2 fluor cs | RECQ1 helicase | SMN2 splice enh | LMNA splice mod
`COC(=O)c1sc(NC(=O)c2ccc([N+](=O)[O-])o2)c(C#N)c1C` in the list: ? | / | 0% | 0% | -4% | -4% | / | /
`COc1cc2c(cc1OC)CN(Cc1cc(=O)n3cc(C)ccc3n1)CC2` in the list: ? | ? | 3% | 9% | -1% | 15% | 8% | 11%
